# Screening results deposited in PubChem BioAssay by several laboratories.
# NadD block = NadD (S. aureus) enzyme inhibition. purified NadD enzyme, colorimetric absorbance read-out. inhibition, % at 20 µM. 0.78% of 360,000 active; in the data active means inhibition above about 26%; further: some compounds past the cut are filed as inactive
# STEP block = inhibitors of human striatal-enriched phosphatase STEP | P54829 | recombinant STEP, OMFP fluorogenic substrate, fluorescence | inhibition, % at 20 µM | 0.25% of 360,000 active | AID 588621;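 active means inhibition at 20 µM, scaled per plate between control wells, above about 37%, limit read from the data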;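 further: 0% = DMSO with enzyme and substrate and 100% = substrate only without enzyme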
# Target sequence (P54829 whole entry, looked up): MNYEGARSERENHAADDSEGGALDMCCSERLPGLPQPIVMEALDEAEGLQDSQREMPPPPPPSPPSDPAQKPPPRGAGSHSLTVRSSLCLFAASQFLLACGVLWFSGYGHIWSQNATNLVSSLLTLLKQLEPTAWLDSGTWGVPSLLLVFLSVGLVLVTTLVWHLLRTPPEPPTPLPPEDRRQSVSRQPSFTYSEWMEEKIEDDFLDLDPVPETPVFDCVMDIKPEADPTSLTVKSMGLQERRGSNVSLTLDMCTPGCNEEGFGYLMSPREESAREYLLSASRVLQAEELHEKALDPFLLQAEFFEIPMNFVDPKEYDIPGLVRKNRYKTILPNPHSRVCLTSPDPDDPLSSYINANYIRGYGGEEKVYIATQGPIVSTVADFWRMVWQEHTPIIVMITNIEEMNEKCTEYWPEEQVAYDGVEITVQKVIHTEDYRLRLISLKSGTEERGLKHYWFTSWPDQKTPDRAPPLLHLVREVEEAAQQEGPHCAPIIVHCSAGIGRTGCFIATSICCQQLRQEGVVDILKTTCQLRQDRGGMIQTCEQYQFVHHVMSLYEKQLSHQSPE
#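 medium = Bis-Tris buffer pH 6.0, 2.5 mM DTT, 0.005% Tween 20 | test system = STEP (striatal-enriched tyrosine phosphatase) enzyme, cell-free | measure = normalized % inhibition | compound dosing = 20 µM, 1% DMSO | also added = 25 µM OMFP | schedule = reaction 20 min, ambient temperature | measured by = fluorescence read at 480 nm ex / 540 nm em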
# MsrA inhibitor = inhibitors of bovine MsrA; purified bovine MsrA, absorbance read-out; inhibition, % at 15.5 µM; 0.75% of 360,000 active; in the data active means inhibition above about 4.5%;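 further: 0% = vehicle wells with enzyme and 100% = reference inhibitor wells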
# Rpn11 block = Rpn11 (human) deubiquitinase inhibition; O00487; human 26S proteasome, Ub4-pepOG fluorescence polarization; 20S core pre-blocked with epoxomicin; calls only at 20 µM; 0.59% of 360,000 active;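 active means inhibition at 20 µM, scaled to each plate's controls, above about 33%, limit read from the data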
# TbMetRS inhib = blocks T. brucei methionyl-tRNA synthetase activity. purified T. brucei MetRS, ATP depletion, Kinase-Glo luminescence. inhibition, % at 11.9 µM. 0.4% of 360,000 active. AID 624268;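 active means inhibition above a per-plate cutoff of the control wells' mean inhibition plus 3 SD, cut at about 5.5% in these data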;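 further: 0% = DMSO wells median and 100% = median of wells with control inhibitor compound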
#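 Measured by: Kinase-Glo luciferase luminescence reporting remaining unconsumed ATP. Material: purified T. brucei MetRS enzyme. Doses: 11.9 µM compound single dose, 0.9% DMSO. Medium: HEPES buffer containing pyrophosphatase, BSA, spermine, DTT. Times: 15 min preincubation, 2 h reaction, all 25 °C. Reagent: methionine, ATP and bulk E. coli tRNA.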
# Scp1 inh = blocks human Scp-1 phosphatase activity; Recombinant Scp1, phosphopeptide, malachite green phosphate absorbance; Q9GZU7; 0.88% of 340,000 active; AID 493091; inhibition, % at 20 µM;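 active means inhibition above about 50% at 20 µM, limit read from the data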;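 further: plate controls were DMSO wells with enzyme for no effect and wells lacking enzyme for full effect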
# Target sequence (Q9GZU7 76-261 limits assumed): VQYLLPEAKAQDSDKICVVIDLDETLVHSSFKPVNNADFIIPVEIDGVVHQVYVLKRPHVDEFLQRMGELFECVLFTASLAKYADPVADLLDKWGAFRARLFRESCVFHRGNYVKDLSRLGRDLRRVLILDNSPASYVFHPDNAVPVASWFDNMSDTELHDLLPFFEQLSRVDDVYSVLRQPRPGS
#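 System: truncated SCP-1 phosphatase (76-261aa); medium: Tris acetate buffer pH 5.5 with MgCl2 and Tween-20; incubation: 45 min room-temperature reaction, 5 min colour, 30 min stabiliser; compound: single 20 µM dose, 1% DMSO; reagent: Phosphorylated 17-residue peptide substrate; read-out: % inhibition at 20 µM; technique: colorimetric free-phosphate detection, absorbance 630 nm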
# CSN inh = blocks human CSN-mediated cullin deneddylation. AID 651999. 0.38% of 360,000 active. Q92905. inhibition, % at 12.5 µM. Purified CSN, SCF-Nedd8-OG deneddylation, fluorescence polarization;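 active means pattern-corrected inhibition above about 35%, with an unprinted fluorescence ratio check between 0.5 and 1.5, limit read from the data, passing the limit was not always enough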;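 further: 0% = enzyme with substrate and 100% = substrate without enzyme; some results filed as inactive read as strong as hits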
#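 test system = HEK293T-derived human Csn5 enzyme | amount = 0.24 nM Csn5 enzyme, final concentration | medium = Tris/NaCl/DTT buffer, pH 7.5 | schedule = 90 min reaction at room temperature | signal = FP | evaluation = inhibition of Csn5 cleavage, % | compound dosing = single dose of 12.5 µM compound with 0.25% DMSO | probe or stimulus = 10 nM SCFSkp2-Nedd8OG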
# DNMT1 block = DNMT1 (human) enzyme inhibition; inhibition (reported as % activation of signal), % at 10 µM; DNMT1 molecular beacon, Hinp1I cleavage, fluorescence; P26358; 0.83% of 360,000 active; AID 588458; in the data active means inhibition above about 50%
# SUMO1 PPI mod = modulators of human SUMO1-mediated protein-protein interactions; 0.33% of 360,000 active; SUMO1 binding to a labelled peptide, TR-FRET, 1 h; AID 602429; inhibition, % at 20 µM; in the data active means inhibition above about 37%
# Target sequence (P63165 whole entry, looked up): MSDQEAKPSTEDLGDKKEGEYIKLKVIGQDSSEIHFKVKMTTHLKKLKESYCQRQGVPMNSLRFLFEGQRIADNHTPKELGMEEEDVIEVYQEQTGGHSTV
# LMPTP inh = LMPTP (human) inhibition; inhibition, % at 20 µM; recombinant LMPTP-A, OMFP fluorogenic substrate, fluorescence intensity; 0.22% of 360,000 active; AID 651560;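 active means compounds that cut the enzyme signal by at least half of the control window in the single-dose screen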;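 further: plate controls were DMSO wells with enzyme plus substrate for no effect and substrate without enzyme for full effect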
# Target sequence (P24666 whole entry, looked up): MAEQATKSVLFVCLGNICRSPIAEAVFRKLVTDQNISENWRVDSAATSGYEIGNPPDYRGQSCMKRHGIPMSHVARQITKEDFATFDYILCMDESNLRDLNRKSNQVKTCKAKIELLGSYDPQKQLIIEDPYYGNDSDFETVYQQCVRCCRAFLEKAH
#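 Assay system: LMPTP-A phosphatase enzyme | Input: 0.625 nM enzyme | Also added: Fluorogenic phosphatase substrate OMFP at 400 µM final | Compound dosing: One test concentration per compound, 20 µM, with 3% DMSO overall | Schedule: 50 min enzyme reaction at room temperature, protected from light | Signal: Fluorescence intensity | Benchmarks: no-enzyme and uninhibited controls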
# An asterisk follows results filed as active; i = inactive; · = no result given.
SMILES,NadD block,STEP block,MsrA inhibitor,Rpn11 block,TbMetRS inhib,Scp1 inh,CSN inh,DNMT1 block,SUMO1 PPI mod,LMPTP inh
O=C(CS(=O)c1ccc(C(F)(F)F)cc1[N+](=O)[O-])Oc1ccccc1 (configuration not stated),11,1,0.8,i,-0.4,0,5,-1,-22,0.2
O=C(CN1C(=O)NC2(CCc3ccccc32)C1=O)NCCc1ccccc1 (configuration not stated),-8,-3,0.4,i,-0.2,-5,1,-1,-7,-0.7
COc1ccc(-n2nnnc2SCC(=O)c2ccc3c(c2)OCCO3)c(OC)c1,-6,1,0.0,i,-0.3,-17,-2,-6,-5,0.1
CC(C)N(C(=O)[C@H]1C[C@H](CC(=O)NCc2ccco2)C(=O)N2CCc3c([nH]c4ccc(Cl)cc34)[C@]12C)C(C)C,-4,2,-0.6,i,-0.5,-4,-1,-7,7,0.5
CC(=O)NC(Cc1ccc(F)cc1)C(=O)NC1CCN(c2nnnn2-c2ccccc2)CC1 (configuration not stated),1,-16,0.2,i,0.2,23,0,4,0,-0.1
COc1cc(OC)c(C2=NOC(C(=O)N3CCN(C(=O)c4ccco4)CC3)C2)cc1Cl (configuration not stated),-3,0,0.4,i,1.0,-5,-5,1,-9,0.2
CCOc1ccc(C2C(C(=O)O)c3ccccc3C(=O)N2CCN2CCOCC2)cc1 (configuration not stated),10,-2,-0.3,i,-0.1,-3,-4,0,-1,0.3
Cc1ccc(N(C(=O)Cc2c[nH]c3ccccc23)C(C(=O)NC2CCCCC2)c2ccco2)cc1 (configuration not stated),5,-6,0.5,i,-0.3,-6,2,3,-1,-1.0
Cc1cccc(N=CC=C2OC(C)(C)C(C)(C)O2)c1,-2,-1,-0.1,i,-0.3,6,4,-4,-2,-0.3
COC(=O)c1c(NC(=O)CN2CCN(S(=O)(=O)c3ccccc3[N+](=O)[O-])CC2)sc2c1CCC(C)C2 (configuration not stated),19,4,1.0,i,0.1,14,0,-9,4,0.7
OCC1(Cc2ccccc2F)CCCN(Cc2c(F)ccc(F)c2F)C1 (configuration not stated),3,-5,-1.7,i,-1.0,-8,-3,-3,4,-1.1
Cn1c(=O)c2c(nc(CN3CCCCC3)n2CCc2ccccc2)n(C)c1=O,7,0,-1.4,i,-1.9,3,0,0,1,0.0
CC(O)[C@H]1CN=C(N)N1CC1CCCCC1 (some centres not stated),-2,-3,-0.3,i,-0.2,-3,2,0,-1,-0.4
CCOC(=O)C1=c2s/c(=C\c3cccnc3)c(=O)n2C(N)=C(C(=O)OC)C1c1cccnc1 (configuration not stated),-6,-1,1.3,i,0.0,-2,3,-26,-9,0.8
Cc1nnc(SCC(=O)NCc2ccccc2)n1-c1ccccc1,-2,-1,-0.4,i,0.6,-11,-1,1,1,-1.7
CC(C)C[C@@H](CN=[N+]=[N-])N1CCN(CC(C)C)CCC1=O,-5,0,0.4,i,-0.1,2,3,4,-2,-1.6
Cc1ccc(NC(=S)N(CCN(C)C)C(C)c2cccnc2)c(C)c1 (configuration not stated),-5,2,1.2,i,-0.7,-7,1,2,5,-4.5
CC(=O)c1c(C)[nH]c(C(=O)Nc2ccc(C)c(S(=O)(=O)N(C)C)c2)c1C,0,0,0.9,i,-0.2,-3,-1,0,-8,0.8
Fc1ccc(C2=Nc3cccc4cccc(c34)N2)cc1,-2,13,-0.3,i,-0.9,-2,4,4,-3,-1.4
COc1ccc(-c2sc3ccccc3c2/C=C/c2ccc(N)cc2)cc1,13,0,3.0,i,0.0,12,1,-32,-2,2.1
CC1(C)c2[nH]c3ccccc3c2C[C@@H]2C(=O)N(Cc3ccc(F)cc3)C(=O)N21,-4,-3,0.6,i,-0.3,-10,-2,-12,-3,0.0
O=C(CN1C(=O)C(=O)N(Cc2ccccc2)C1=O)Nc1ccc(OC(F)F)cc1,-4,1,1.4,i,0.6,-7,2,3,-1,1.0
CCN(c1cccc(C)c1)S(=O)(=O)c1nnc(NC(=O)c2ccco2)s1,0,-3,2.7,i,0.2,14,7,3,-1,0.4
O=C(CNC(=O)c1ccccc1)NCCO,0,0,0.3,i,-0.3,-5,-9,-6,2,-1.0
CN(C(=O)c1ccc(NC(=O)Cc2cccc(NC(=O)C3CCCN(C(=O)c4ccccc4)C3)c2)cc1)C1CC1 (configuration not stated),8,-2,0.7,i,-0.6,0,3,1,1,-2.0
# Carrying on:
SMILES,NadD block,STEP block,MsrA inhibitor,Rpn11 block,TbMetRS inhib,Scp1 inh,CSN inh,DNMT1 block,SUMO1 PPI mod,LMPTP inh
O=C(O)c1cc(-c2ccc(Cl)cc2)n[nH]1,4,2,-0.2,i,0.5,-2,-2,0,1,1.7
CCN(CC)c1ccc(NC(=O)c2cncc(Br)c2)cc1,1,-10,0.7,i,-2.6,1,11,-1,-3,-0.2
O=C(NCCc1ccccc1)c1ccc(Cl)c([N+](=O)[O-])c1,-3,-2,-1.3,i,-0.8,-11,1,0,-14,1.1
COc1ccc(-c2ccc3nnc(SCC(N)=O)n3n2)cc1,-5,-3,1.1,i,0.1,-12,-1,1,-23,-2.0
Cc1ccc(-c2n[nH]c(=S)nc2-c2ccc(C)cc2)cc1,1,0,0.6,i,-0.1,5,3,-2,-3,-0.1
CC(=O)c1ccc(-n2cc(C#N)c(=O)[nH]c2=O)cc1,-2,-1,0.3,i,-0.7,-4,-3,0,-1,-1.0
O=[N+]([O-])c1cccc(-c2ccc(/C=N/n3c(-c4ccccc4)n[nH]c3=S)o2)c1,29,0,0.7,i,-0.3,-14,-1,-9,-6,2.4
CCOC(=O)c1c(-c2ccccc2)csc1NC(=O)/C(C#N)=C/c1ccc(OC)c(OC)c1,0,-1,-0.8,i,-0.2,-7,-2,-9,-2,0.7
CN(C)c1nc2c(N)ncnc2n1C1OC(CO)C(O)C1O (configuration not stated),-1,11,-0.8,i,-0.2,0,2,1,6,-1.2
COc1ccc(-c2csc(NC(C)c3nc4cc(C(=O)NCCCO)ccc4n3Cc3ccc(C)cc3)n2)cc1 (configuration not stated),-3,13,-0.6,i,-0.2,-2,0,-35,-2,3.2
CCOc1cc(C2CC(=O)NC(SCC)=C2C#N)ccc1O (configuration not stated),2,-2,-0.3,i,0.0,-6,3,-3,7,0.1
Cc1cc2c(cc1C)CSC(c1ccc(O)cc1)SC2,-2,-1,-0.2,i,-1.4,-4,1,-9,1,1.9
CN1CCN(C(c2cccnc2)c2ccc3cccnc3c2O)CC1 (configuration not stated),0,4,·,i,0.8,-7,-2,3,-6,-4.3
COc1cccc(/C=N/N2CCN(C3c4ccccc4-c4ccccc43)CC2)c1O,3,3,1.4,i,0.0,-4,-4,-2,-2,3.0
Cc1ccc(S(=O)(=O)N(C)C)cc1-n1c(SCC(=O)Nc2ccc(F)cc2Cl)nc2ccccc2c1=O,9,-1,1.3,i,-0.2,-8,-13,-6,2,2.3
CC(=Nc1ccccc1)C1=C(O)COC1=O,-1,4,0.6,i,-0.1,-7,1,-1,2,-1.7
O=C(Cn1ncc2ccccc2c1=O)Nc1cccc(C(F)(F)F)c1,-11,1,3.1,i,-0.2,·,4,3,2,-1.2
CC(C)(CN1CCN(C(c2ccccc2)c2ccccc2)CC1)NS(=O)(=O)c1ccccc1,-9,1,0.3,i,-0.6,-12,-3,-1,5,3.3
O=C(CC(c1ccccc1)c1ccccc1)Nc1ccc(O)cc1,3,0,-0.1,i,0.0,-4,-1,-8,3,0.1
c1ccc(-c2cc(-c3nc(-c4ccccn4)no3)c3ccccc3n2)cc1,-2,0,-1.0,i,-0.4,4,-1,-6,-15,5.4
O=C(N/N=C/c1ccc(-c2ccc(Br)cc2)o1)c1ccc2c(c1)OCO2,19,-2,1.8,i,0.0,3,11,25,-4,16
O=C(C[C@H]1C/C=C\CC[C@H](Cc2ccc(F)cc2)C(=O)OC[C@@H]2CCCN2C1=O)N[C@H](CO)Cc1ccccc1,-6,2,-0.5,i,-0.1,-5,0,0,1,1.0
O=C(O)CCn1nnc(-c2cccs2)n1,0,-2,1.8,i,-0.5,-3,-5,4,-2,-0.2
COc1ccccc1N(C)S(=O)(=O)c1ccc(C(=O)Nc2nccs2)cc1,4,-3,2.3,i,-0.2,-5,-5,20,4,0.1
COc1cccc(NC(=O)N(C)C[C@@H]2OCc3cn(nn3)CCCC(=O)N([C@H](C)CO)C[C@H]2C)c1,-1,2,0.2,i,-0.2,·,-3,2,3,-1.8

# 3 consecutive records out of the list so far:
SMILES,NadD block,STEP block,MsrA inhibitor,Rpn11 block,TbMetRS inhib,Scp1 inh,CSN inh,DNMT1 block,SUMO1 PPI mod,LMPTP inh
O=C(O)c1cc(-c2ccc(Cl)cc2)n[nH]1,4,2,-0.2,i,0.5,-2,-2,0,1,1.7
CCN(CC)c1ccc(NC(=O)c2cncc(Br)c2)cc1,1,-10,0.7,i,-2.6,1,11,-1,-3,-0.2
O=C(NCCc1ccccc1)c1ccc(Cl)c([N+](=O)[O-])c1,-3,-2,-1.3,i,-0.8,-11,1,0,-14,1.1

# The listing continues:
SMILES,NadD block,STEP block,MsrA inhibitor,Rpn11 block,TbMetRS inhib,Scp1 inh,CSN inh,DNMT1 block,SUMO1 PPI mod,LMPTP inh
COc1c(F)cccc1C1=CC(=O)C[C@H](c2ccc3c(c2)OCO3)C1,-4,2,7.1*,i,-0.1,-11,-4,2,0,1.6
CC(NS(C)(=O)=O)C(c1cccs1)N1CCN(C)CC1 (configuration not stated),-5,-2,1.0,i,-0.7,2,0,0,2,0.0
O=C(c1ccco1)N1CCC(c2nc3ccccc3[nH]2)CC1,-1,-2,-0.9,i,-0.1,0,2,1,6,0.6
CC(C)(C)N(Cc1cc2ccccc2[nH]c1=O)C(=O)C1CCCCC1,-1,-3,0.7,i,-0.4,-7,-12,5,-3,0.0
CCC(NC(=O)NCc1ccc2c(c1)OCO2)(C(F)(F)F)C(F)(F)F,0,-2,-0.6,i,-0.7,-2,0,-2,-4,0.4
O=C(NCC1CCCO1)c1cc2cc(Cl)ccc2[nH]1 (configuration not stated),1,-3,1.1,i,0.8,-1,2,0,-2,-2.0
COc1ccc(-c2csc(NC(=S)NC(=O)c3ccco3)n2)cc1Br,17,-1,-0.2,i,0.6,-10,-4,33,8,0.1
CCn1c(COc2ccccc2C)nnc1SCC(=O)N1CCN(c2ccccc2)CC1,-1,1,0.3,i,-0.4,0,-1,4,-4,0.1
